Screens: PubChem, several laboratories
HIF-2a inh: HIF-2a inhibition. 786-0 RCC cells HIF-2a reporter, luciferase luminescence, overnight. AID 624352. 360,000 compounds, 0.72% hits. inhibition, % at 18.8 µM;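 active means inhibition of the luminescence signal of 40% or more relative to plate controls, in a single-dose primary screen at 18.75 µM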
aDG glyco act: alpha-DG glycosylation activation; Pro5-aDG cells, alpha-DG glycosylation AlphaScreen (IIH6); 0% Pro5, 100% B10-LARGE cell signal; activation, % at 10 µM; 360,000 compounds, 0.22% hits; AID 624168;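 active means activation of at least 8% versus controls, or a plate z-score of at least 8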;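 further: Pro5 are CHO cells carrying HIG-tagged alpha-DG that lacks glycosylation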
NR2E3 ag-1: agonists of human NR2E3 nuclear receptor; CHO-S Gal4-NCOR/VP16-NR2E3 two-hybrid, luciferase; 360,000 compounds, 0.35% hits; AID 602229; Q9Y5X4; inhibition of corepressor binding, % at 3.98 µM;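 active means inhibition above the mean of all tested compounds plus 3 SD, cut at about 70% in these data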;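 further: 0% = DMSO with NR2E3 transfected cells and 100% = cells lacking NR2E3 construct; higher means lower luciferase signal from less NR2E3 corepressor binding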
Target sequence (Q9Y5X4 whole entry, looked up, the tested form may be a part): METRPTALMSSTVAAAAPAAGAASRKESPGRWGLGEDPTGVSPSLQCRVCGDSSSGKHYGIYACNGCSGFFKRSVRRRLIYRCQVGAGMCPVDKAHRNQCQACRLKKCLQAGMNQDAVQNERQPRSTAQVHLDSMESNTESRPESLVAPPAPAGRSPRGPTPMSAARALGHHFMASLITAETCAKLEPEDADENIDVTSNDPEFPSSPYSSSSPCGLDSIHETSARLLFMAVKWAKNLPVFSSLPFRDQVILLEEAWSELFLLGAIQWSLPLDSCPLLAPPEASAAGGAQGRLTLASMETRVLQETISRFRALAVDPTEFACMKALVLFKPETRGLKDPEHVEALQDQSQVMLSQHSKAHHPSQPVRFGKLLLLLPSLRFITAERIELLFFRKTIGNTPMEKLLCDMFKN
TRPM1 prom inh: inhibitors of MITF-driven TRPM1 promoter in melanoma cells; SK-MEL-5 TRPM1 promoter luciferase, 24 h; inhibition, % at 12.5 µM; 330,000 compounds, 0.83% hits;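 active means mean inhibition across replicates of 60% or more, whatever share of single replicates reaches that level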; further: values of inactives mirror those of a sister screen read the other way
Vif inh: inhibitors of HIV Vif | HEK293T cells, Vif self-association by quenched fluorescence, imaging, 24 h | inhibition, % at 7.49 µM | 340,000 compounds, 0.35% hits | AID 602346; in the data active means inhibition above about 50%, passing the limit was not always enough; further: some results filed as inactive read as strong as hits
PDI turbidity: PDI (human) enzyme inhibition; P07237; PDI insulin aggregation turbidity, A650, 90 min; inhibition, % at 10 µM; 350,000 compounds, 0.052% hits; AID 588391;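 active means mean inhibition across replicates of 30% or more, whatever share of single replicates reach that level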;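 further: absorbance from insulin aggregation driven by PDI reduction with DTT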
Target sequence (P07237 whole entry, looked up): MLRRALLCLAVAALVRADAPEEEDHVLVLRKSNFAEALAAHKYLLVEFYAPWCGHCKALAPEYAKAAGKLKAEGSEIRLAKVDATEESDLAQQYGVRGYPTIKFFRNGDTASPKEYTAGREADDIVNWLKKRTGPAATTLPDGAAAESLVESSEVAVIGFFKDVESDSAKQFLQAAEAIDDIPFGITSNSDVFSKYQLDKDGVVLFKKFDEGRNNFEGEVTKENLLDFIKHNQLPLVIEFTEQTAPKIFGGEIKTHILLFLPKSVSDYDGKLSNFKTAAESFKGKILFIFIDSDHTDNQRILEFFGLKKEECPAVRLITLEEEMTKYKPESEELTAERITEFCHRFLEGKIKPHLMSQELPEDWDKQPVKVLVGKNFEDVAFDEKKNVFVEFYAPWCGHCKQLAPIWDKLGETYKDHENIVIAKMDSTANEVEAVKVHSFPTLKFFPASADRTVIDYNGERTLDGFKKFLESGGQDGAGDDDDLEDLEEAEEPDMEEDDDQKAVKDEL
iPSC survival up: increases survival of single human iPS cells | survival enhancement, % at 20 µM | 360,000 compounds, 0.044% hits | hiPSC single-cell survival, ATPlite luminescence; 100% = ROCK inhibitor wells, 0% = DMSO; in the data active means survival enhancement above about 18%;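 further: cells exposed to compounds for 16 hours before the ATP read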
NR2E3 ag-2: agonists of human nuclear receptor NR2E3; GST-NR2E3/biotin-RetCOR TR-FRET, 1536-well; Q9Y5X4; 320,000 compounds, 0.12% hits; AID 2300; inhibition of corepressor binding, % at 4.78 µM;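 active means percent inhibition above the cutoff of mean plus 3 SD of all tested compounds, set per screening campaign, cut at about 20% in these data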;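 further: 0% = DMSO wells and 100% = biotin wells as full block of FRET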
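Material: NR2E3–RetCOR corepressor complex / Amount: 1.35 nM GST-NR2E3 / Medium: Tris pH 7.5 / Compound: single nominal compound dose of 4.8 µM / Incubation: 5 h at 4 °C / Technique: TR-FRET, Eu(K)-anti-GST donor, streptavidin-D2 acceptor, ex 340, em 617/671 nm / Read-out basis: percent loss of FRET ratio relative to control wells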
CaV13 ICDI inh: Disruptors of the CACNA1D IQ motif to Ca2+-dependent inactivation inhibitor domain association, primary screening, Förster resonance energy transfer in intact living …; HEK cells, CFP/YFP FRET ICDI-IQ, plate reader, 10 min; percent FRET-ratio fall versus neutral wells; 340,000 compounds, 0.098% hits; inhibition, % at 12.3 µM; AID 743397;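 active means mean replicate inhibition of at least 30% and at least 1% of replicates passing that level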;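 further: 0% = median of the neutral control wells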
Peg3 promoter: Peg3 promoter activity inhibition. 360,000 compounds, 1.7% hits. inhibition, % at 20 µM. HeLa PEG-Prom luciferase reporter, luminescence, overnight;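 active means inhibition of at least 50% at 20 µM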
Granule exo inh: blocks lytic granule exocytosis. 360,000 compounds, 0.66% hits. inhibition, % at 10 µM. TALL-104 LAMP-1 surface exposure, flow cytometry; cells stimulated with thapsigargin and PMA;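 active means inhibition above about 55%, limit read from the data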
Starred values were filed as active, the others as inactive; x = no result given.

SMILES	HIF-2a inh	aDG glyco act	NR2E3 ag-1	TRPM1 prom inh	Vif inh	PDI turbidity	iPSC survival up	NR2E3 ag-2	CaV13 ICDI inh	Peg3 promoter	Granule exo inh
c1ccc2[nH]c(CN3CCCCCC3)nc2c1	-13	0.5	-4	-7	6	-4	-1.0	5	-7	-11	2
CCc1ccc(CNC(=O)CCCn2c(=O)c3cccn3c3cccnc32)cc1	4	0.2	-16	-17	-1	-11	-0.1	-2	-3	2	-3
CC1OC(COCc2ccccc2)Cc2[nH][nH]c(=O)c21 (stereo unspecified)	-13	0.1	-29	x	x	x	1.4	x	-5	x	-9
CCOC(=O)C1CCN(CC(=O)Nc2ccc(S(=O)(=O)N3CCC(C)CC3)cc2)CC1	20	0.2	-6	4	-5	5	-0.2	1	-4	10	-1
C[C@H](O)[C@@H]1C(=O)N2CCc3c([nH]c4ccccc34)[C@@H]2C[C@@H]1N(C)Cc1ccc(Cl)cc1	-14	-0.2	-36	x	3	15	1.1	x	-6	10	1
COc1cc(/C=C/C(=O)O)cc(S(=O)(=O)Nc2ccc3[nH]c(=O)[nH]c3c2)c1OC	7	0.0	-16	-7	3	7	0.4	5	-3	3	-8
COc1ccc2cnn(-c3ccc(OC(F)(F)F)cc3)c(=O)c2c1OC	-138	0.2	-12	-36	-6	-3	-0.6	0	-4	-110	-3
Nc1ncnc2[nH]c(=S)[nH]c12	11	0.1	-6	13	25	-8	1.5	x	-5	8	-10
Cn1cnc2c1c(=O)n(Cc1cccc(F)c1)c(=O)n2C	11	0.0	-15	6	-3	-1	0.1	0	-4	6	-2
Cn1c(=O)c2cc3ccc(Cl)cc3nc2n(C)c1=O	-4	0.1	-6	x	-1	0	-0.3	0	-4	35	-7
COc1cc(/C=C2/SC(=O)N(Cc3ccccc3)C2=O)ccc1OCc1ccncc1	19	-0.1	-28	3	11	-1	2.6	4	x	12	1
CC(C)n1cnnc1SCC(=O)Nc1cccc(S(=O)(=O)N(C)c2ccccc2)c1	6	0.0	-9	9	-7	10	-0.4	2	-7	14	4
O=C(CSc1ccc2nnc(-c3ccncc3)n2n1)NCC1CCCO1 (stereo unspecified)	15	0.2	19	x	6	-18	-1.1	2	-5	-5	1
Cc1cc(OCC(=O)N(Cc2ccccc2)C2CCS(=O)(=O)C2)ccc1Cl (stereo unspecified)	6	-0.1	-5	0	3	-6	-0.7	0	-4	11	-1
O=C(NC(=O)c1cccc(OC(F)(F)C(F)F)c1)OC1CCS(=O)(=O)C1 (stereo unspecified)	13	-0.3	6	-1	-1	-6	-1.2	4	-6	18	-2
Cc1c(C(=O)NC2CCCc3ccccc32)cccc1[N+](=O)[O-] (stereo unspecified)	9	0.1	13	1	12	-2	-0.1	0	-4	7	2
Cc1cccc(-c2ccc3c(c2)C2CC3CCN2C(=O)OCc2ccccc2)c1 (stereo unspecified)	-102	-0.3	-28	-3	x	-3	4.0	x	-9	-49	-5
Cc1ccc(C(=O)NCC2(c3ccccc3)CCCC2)cc1	-11	0.4	-15	-11	-12	4	3.8	4	x	2	0
O=c1[nH]c(=O)c2nc3c4ccccc4c4ccccc4c3nc2[nH]1	1	0.2	12	15	16	15	-2.9	-3	-5	21	17
O=C(C1CCCN1S(=O)(=O)c1ccc(Cl)cc1)N1CCCCC1 (stereo unspecified)	5	0.0	16	1	-4	4	0.7	3	-3	4	-4
CCOc1ccc(-n2c(C)cc(C(=O)CCl)c2C)cc1	20	0.1	-40	69*	-1	-8	0.4	3	4	111*	20
CCC(=O)N(Cc1cc2cc(OC)ccc2[nH]c1=O)c1cccc(C)c1	-6	-0.2	12	-1	-5	7	1.9	-5	-4	-12	-2
COc1ccc(NS(=O)(=O)c2cccc(C(=O)NNC(=O)c3ccc(NC(C)=O)cc3)c2)cc1	4	0.0	-15	-6	10	4	0.1	1	-15	2	8
O=C(Nc1cccc2ccccc12)c1nn(C23CC4CC(CC(C4)C2)C3)cc1[N+](=O)[O-]	-4	0.0	-8	-11	-9	9	7.2	0	-6	6	-6

An excerpt of these results, bar-delimited:
molecule | HIF-2a inh | aDG glyco act | NR2E3 ag-1 | TRPM1 prom inh | Vif inh | PDI turbidity | iPSC survival up | NR2E3 ag-2 | CaV13 ICDI inh | Peg3 promoter | Granule exo inh
CC(C)n1cnnc1SCC(=O)Nc1cccc(S(=O)(=O)N(C)c2ccccc2)c1 | 6 | 0.0 | -9 | 9 | -7 | 10 | -0.4 | 2 | -7 | 14 | 4
O=C(CSc1ccc2nnc(-c3ccncc3)n2n1)NCC1CCCO1 (stereo unspecified) | 15 | 0.2 | 19 | x | 6 | -18 | -1.1 | 2 | -5 | -5 | 1
Cc1cc(OCC(=O)N(Cc2ccccc2)C2CCS(=O)(=O)C2)ccc1Cl (stereo unspecified) | 6 | -0.1 | -5 | 0 | 3 | -6 | -0.7 | 0 | -4 | 11 | -1
O=C(NC(=O)c1cccc(OC(F)(F)C(F)F)c1)OC1CCS(=O)(=O)C1 (stereo unspecified) | 13 | -0.3 | 6 | -1 | -1 | -6 | -1.2 | 4 | -6 | 18 | -2
Cc1c(C(=O)NC2CCCc3ccccc32)cccc1[N+](=O)[O-] (stereo unspecified) | 9 | 0.1 | 13 | 1 | 12 | -2 | -0.1 | 0 | -4 | 7 | 2
Cc1cccc(-c2ccc3c(c2)C2CC3CCN2C(=O)OCc2ccccc2)c1 (stereo unspecified) | -102 | -0.3 | -28 | -3 | x | -3 | 4.0 | x | -9 | -49 | -5
Cc1ccc(C(=O)NCC2(c3ccccc3)CCCC2)cc1 | -11 | 0.4 | -15 | -11 | -12 | 4 | 3.8 | 4 | x | 2 | 0
O=c1[nH]c(=O)c2nc3c4ccccc4c4ccccc4c3nc2[nH]1 | 1 | 0.2 | 12 | 15 | 16 | 15 | -2.9 | -3 | -5 | 21 | 17
O=C(C1CCCN1S(=O)(=O)c1ccc(Cl)cc1)N1CCCCC1 (stereo unspecified) | 5 | 0.0 | 16 | 1 | -4 | 4 | 0.7 | 3 | -3 | 4 | -4
CCOc1ccc(-n2c(C)cc(C(=O)CCl)c2C)cc1 | 20 | 0.1 | -40 | 69* | -1 | -8 | 0.4 | 3 | 4 | 111* | 20

The results go on.
SMILES	HIF-2a inh	aDG glyco act	NR2E3 ag-1	TRPM1 prom inh	Vif inh	PDI turbidity	iPSC survival up	NR2E3 ag-2	CaV13 ICDI inh	Peg3 promoter	Granule exo inh
COc1cc(C2NCCC(=O)C2(C)C)cc(OC)c1OC (stereo unspecified)	10	-0.1	-9	4	-2	-7	-0.7	0	-7	10	3
CC(C)CN(C(=O)c1cc([N+](=O)[O-])cc([N+](=O)[O-])c1)C1CCS(=O)(=O)C1 (stereo unspecified)	-7	-0.2	-7	7	-2	0	-0.4	-5	-1	2	-10
CCOC(=O)c1cccc(N2C(=O)C3C(C2=O)C2C=CC3C23CC3)c1 (stereo unspecified)	14	0.1	-2	9	-4	-1	3.7	0	-5	14	-2
O=S(=O)(Nc1cccc(CCc2ccccn2)c1)c1ccc(Cl)cc1	15	0.3	20	-30	-5	-7	-0.5	4	-6	23	-6
CC(=O)Oc1c(Cl)cc(N(C(C)=O)S(=O)(=O)c2ccccc2)c2ccccc12	2	3.1*	-18	x	-15	15	-0.5	-1	-5	4	29
COc1ccc(S(=O)(=O)Nc2ccc(F)c(Cl)c2)cc1OC	13	0.1	30	-12	0	8	5.7	-1	-6	11	3
COC(=O)c1ccc(OC(=O)CCS(=O)(=O)c2ccc(C)cc2)cc1	4	-0.1	-10	-6	-8	-2	0.3	-3	-6	-7	7
CC(C)(C)C1(O)CC(C(F)(F)F)=NN1C(=O)CCc1ccccc1 (stereo unspecified)	14	-0.4	-15	-1	2	3	-0.6	5	5	4	0
CSc1nsc(SC)c1C(=O)Nc1ccc(C(C)(C)C)cc1	-107	0.0	-22	-2	-3	-9	-0.3	0	-3	-25	-1
CN(C)C(=O)CSc1nnc(CCCCCNC(=O)OC(C)(C)C)o1	12	0.2	2	-7	-5	3	-1.7	4	-4	2	-8
CCN1CCN(C(C(=O)NC2CCCC2)c2ccc(Cl)cc2)CC1 (stereo unspecified)	14	-0.2	-4	x	x	8	-0.7	2	-6	8	-2
CCCCn1nnc(NC(=S)NC(=O)c2ccc(-c3cccc(Cl)c3Cl)o2)n1	-24	-0.2	-29	4	-1	0	0.2	2	x	-35	-1

2 entries from above, with each value named:
mol: CC(C)(C)C1(O)CC(C(F)(F)F)=NN1C(=O)CCc1ccccc1 (stereo unspecified)
  HIF-2a inh: 14
  aDG glyco act: -0.4
  NR2E3 ag-1: -15
  TRPM1 prom inh: -1
  Vif inh: 2
  PDI turbidity: 3
  iPSC survival up: -0.6
  NR2E3 ag-2: 5
  CaV13 ICDI inh: 5
  Peg3 promoter: 4
  Granule exo inh: 0
mol: CSc1nsc(SC)c1C(=O)Nc1ccc(C(C)(C)C)cc1
  HIF-2a inh: -107
  aDG glyco act: 0.0
  NR2E3 ag-1: -22
  TRPM1 prom inh: -2
  Vif inh: -3
  PDI turbidity: -9
  iPSC survival up: -0.3
  NR2E3 ag-2: 0
  CaV13 ICDI inh: -3
  Peg3 promoter: -25
  Granule exo inh: -1

Following part
SMILES	HIF-2a inh	aDG glyco act	NR2E3 ag-1	TRPM1 prom inh	Vif inh	PDI turbidity	iPSC survival up	NR2E3 ag-2	CaV13 ICDI inh	Peg3 promoter	Granule exo inh
COC(=O)[C@H](CCSC)NC(=O)NCCC1=CCCCC1	-2	0.0	-8	11	5	0	0.9	4	-4	-2	8
Cc1cc(C)c(C)c(OCC(=O)NCC2CCCO2)c1 (stereo unspecified)	7	-0.1	-1	11	-15	1	-1.3	-1	-4	1	-2
O=C(C(Cc1ccc(Cl)cc1)NS(=O)(=O)c1ccccc1)N1CC[C@@]2(O)CCCC[C@H]2C1 (stereo partly specified)	15	0.1	5	5	-14	5	3.2	2	-6	18	0
CC1CCCC(C)N1C(=O)CN1C(=O)c2ccccc2S1(=O)=O (stereo unspecified)	-2	0.4	1	x	1	-1	2.5	1	-6	-30	4
COCCN(C(=O)COC(=O)c1ccc(C=O)cc1)c1c(N)n(Cc2ccccc2)c(=O)[nH]c1=O	3	-0.4	-15	5	5	-6	1.2	-2	x	19	-2
O=C(COc1ccccc1Cl)c1ccc2c(c1)CCCC2	-210	2.7	-169	-64	1	12	-3.1	1	-6	-349	-2
O=[N+]([O-])c1ccc(NCc2ccc3c(c2)OCO3)cc1	-171	0.4	-49	-24	x	11	4.7	-4	4	-132	-1
